Screens: PubChem BioAssay, The Scripps Research Institute Molecular Screening Center
CHO-K1 Ca PAM = nonselective calcium activators in parental CHO-K1 cells, primary screen, counter-screen for M1 PAM project, cell-based, Fluo-8 calcium fluorescence, full deck, 1536-well; ATP EC20; 0% at ATP EC20, 100% at ATP max; activation, % at 3 µM; hit rate 0.02% among 360,000;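 active = activation above the run cutoff, the mean activation of all test compounds plus 3 SD, cut at about 40% in these data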;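 also: peak over basal fluorescence ratio in a 140 s read after ATP addition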
OXTR potentiate = human OXTR potentiators, primary screen, fluorescence, CHO-OTR cells, Fluo-8 calcium; AID 2445, 2010; Oxytocin receptor (Homo sapiens), P30559; activation, % at 3 µM; hit rate 0.061% among 320,000; Fluo-8 calcium fluorescence, potentiator mode; 0% = oxytocin EC15, 100% = EC100;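 active = activation above that plate's cutoff, the mean activation of tested compounds plus 3 SD, cut at about 6.6% in these data, passing the limit was not always enough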;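 also: 100% uses oxytocin at 75 nM as the full agonist control; some results filed as inactive read as strong as hits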
Target sequence (P30559 whole entry, looked up): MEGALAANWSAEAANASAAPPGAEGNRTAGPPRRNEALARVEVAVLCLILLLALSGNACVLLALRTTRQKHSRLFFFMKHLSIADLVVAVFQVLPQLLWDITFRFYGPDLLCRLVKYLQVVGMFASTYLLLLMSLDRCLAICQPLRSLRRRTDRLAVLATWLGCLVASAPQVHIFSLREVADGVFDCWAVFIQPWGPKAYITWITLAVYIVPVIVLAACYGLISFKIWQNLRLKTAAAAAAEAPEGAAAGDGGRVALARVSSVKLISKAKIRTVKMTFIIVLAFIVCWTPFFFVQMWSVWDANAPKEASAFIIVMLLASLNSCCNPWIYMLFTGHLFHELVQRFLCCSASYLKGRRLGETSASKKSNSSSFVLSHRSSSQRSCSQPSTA
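Measured by – Fluo-8 calcium dye fluorescence · Test system – human OTR in CHO cells · Dosing – one concentration, 3.0 µM compound · Controls – EC15 oxytocin alone as 0%, 75 nM oxytocin as 100% · Evaluation – normalized max/min fluorescence ratio, % activation · Timing – 6 min pre-incubation, 100 s read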
CHRM1 agonist = human M1 muscarinic receptor agonists, primary screen, Fluo-8 calcium fluorescence, CHO-K1 cells, HTS. hit rate 0.33% among 360,000. Muscarinic acetylcholine receptor M1 (Homo sapiens), P11229. CHO-K1 hM1, agonist mode; 0% DMSO, 100% acetylcholine EC100. AID 588814, 2011. activation, % at 3 µM;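 active = activation above the run's mean compound activation plus 3 SD, cut at about 16% in these data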;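 also: peak over basal fluorescence ratio within a 140 s kinetic read after compound addition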
CHRM1 antagonist = human M1 muscarinic receptor antagonists, primary screen, CHO-K1 cells, Fluo-8 calcium fluorescence, 1536-well; Muscarinic acetylcholine receptor M1 (Homo sapiens), P11229; CHO-K1 hM1, ACh EC80 antagonist; inhibition, % at 3 µM; hit rate 1.3% among 360,000; AID 588852, 2011;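 active = percent inhibition above its own plate's cutoff, namely the mean of that plate's compound wells plus 3 SD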;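 also: peak over basal fluorescence ratio during 140 s after agonist addition; 0% = ACh EC80 plus DMSO and 100% = DMSO alone without agonist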
CHO-K1 Ca antag = nonselective inhibitor or artifact in parental CHO-K1 cells; inhibition, % at 3 µM; hit rate 0.6% among 360,000; ATP-induced calcium, Fluo-8 fluorescence;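 active = inhibition above a per-plate cutoff, the plate's mean sample inhibition plus 3 SD, cut at about 24% in these data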;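 also: 0% = DMSO plus EC80 ATP and 100% = DMSO alone without ATP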
TAAR1 antagonist = human TAAR1 antagonists, primary screen, Fluo-8 calcium fluorescence, CHO RD-HGA16 cells; inhibition, % at 3 µM; hit rate 1.5% among 360,000; antagonist;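 active = inhibition above a per-plate cutoff, the mean inhibition of test compounds on that plate plus 3 SD, cut at about 49% in these data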;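 also: 0% = DMSO plus EC80 beta-PEA response and 100% = DMSO alone without agonist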
Target sequence (Q96RJ0 whole entry, looked up): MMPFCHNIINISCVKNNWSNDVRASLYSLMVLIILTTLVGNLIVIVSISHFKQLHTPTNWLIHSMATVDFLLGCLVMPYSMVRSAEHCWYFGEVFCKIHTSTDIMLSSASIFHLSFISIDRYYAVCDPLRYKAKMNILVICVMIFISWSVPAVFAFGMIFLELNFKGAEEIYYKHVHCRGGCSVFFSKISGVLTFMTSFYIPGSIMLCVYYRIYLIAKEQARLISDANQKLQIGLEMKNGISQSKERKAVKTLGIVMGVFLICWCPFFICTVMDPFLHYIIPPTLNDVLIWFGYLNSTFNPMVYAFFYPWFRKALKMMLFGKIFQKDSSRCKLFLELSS
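Material: RD-HGA16 CHO cells with stable hTAAR1 and Gα16; Dosing: single nominal final test compound concentration of 3 µM; Schedule: seeding 17-24 h prior, 75-min 37 °C, 30-min RT dye loading; Detection: kinetic Fluo-8 calcium fluorescence measurement; Measure: % inhibition from peak post-agonist over basal fluorescence ratio; Benchmarks: vehicle and agonist controls.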
TAAR1 agonist = human TAAR1 agonists, primary screen, Fluo-8 calcium fluorescence, CHO RD-HGA16 cells | Trace amine-associated receptor 1 (Homo sapiens), Q96RJ0 | vehicle wells 0%, saturating PEA agonist 100% | activation, % at 3 µM | hit rate 0.99% among 360,000;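 active = activation above the mean activation of all test compounds in the run plus 3 SD, cut at about 38% in these data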
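Test system: RD-HGA16 (CHO) cells co-expressing Gα16 and hTAAR1; dosing: one-point dosing at 3 µM (nominal); timing: 17-24 h seeding, 75 min 37 °C dye, 30 min RT; signal: kinetic Fluo-8 calcium fluorescence; read-out basis: % activation relative to PEA EC100 response; controls: DMSO and PEA EC100; replicates: n 1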
CHO parental Ca = ATP-evoked calcium signal inhibitors, parental CHO, primary screen, counter-screen for OX1R antagonist project, cell-based, fluorescence, Fluo-8 calcium dye; parental CHO-K1, ATP-induced calcium, Fluo-8 fluorescence; inhibition, % at 5.6 µM; hit rate 0.63% among 330,000;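 active = inhibition above that plate's mean sample inhibition plus 3 SD, cut at about 26% in these data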;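 also: 0% = ATP-challenged DMSO wells and 100% = DMSO wells without ATP; some compounds past the cut are filed as inactive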
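Assay system – parental CHO cells · Reagent – ATP stimulus · Detection – intracellular calcium via Fluo-8 no-wash fluorescent dye · Evaluation – percent inhibition of ATP-evoked calcium rise, normalized to controls · Controls – ATP wells versus no-ATP DMSO wells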
CHO-K1 Ca ag = counter-screen for M1 agonists: effect in parental CHO-K1 cells; Fluo-8 calcium fluorescence; scaled to maximal ATP response, vehicle zero; activation, % at 3 µM; hit rate 0.48% among 360,000; AID 602248, 2012; in the data active = activation above about 15%;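 also: untransfected CHO-K1 host cells lacking M1 receptor as counterscreen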
Active calls of the source: *; . = not tested or not shown.

The line under a structure holds: CHO-K1 Ca PAM | OXTR potentiate | CHRM1 agonist | CHRM1 antagonist | CHO-K1 Ca antag | TAAR1 antagonist | TAAR1 agonist | CHO parental Ca | CHO-K1 Ca ag
- COc1ccc(/C=C/C(=O)O)cc1S(=O)(=O)NCc1cccnc1
→ 14 | -5 | -4 | -11 | -1 | -8 | 2 | -12 | 0.5
- O=C(NCC1CCCO1)c1nn2c(c1Cl)NC(c1ccc(F)cc1)CC2C(F)(F)F (stereo not drawn)
→ -6 | -10 | -1 | 1 | 11 | 5 | 5 | 4 | 0.6
- N#Cc1cccc(-c2csc(C(O)(c3ccccc3)C(F)(F)F)n2)c1 (stereo not drawn)
→ 5 | . | -4 | -27 | -8 | 5 | 0 | . | -0.4
- COC(=O)COc1cc(OCC(=O)OC)c2c(-c3ccccc3)cc(=O)oc2c1
→ 19 | 3 | -6 | -13 | -12 | -12 | 5 | -19 | 1.6
- CCOC(=O)/C(C#N)=C(\O)c1ccc(NC(=O)c2ccc([N+](=O)[O-])cc2)cc1
→ -18 | -4 | 1 | -6 | 15 | -9 | 2 | 5 | -0.3
- Cc1cc(OCCOCCN(C)CCO)cc(C)c1Cl
→ 2 | -10 | -3 | -17 | -6 | -1 | 1 | 1 | 0.7
- CCS(=O)(=O)N1CCC(C(=O)Nc2ccc3c(c2)CCC3)CC1
→ 1 | -1 | -3 | 3 | 3 | 4 | 3 | -12 | 1.2
- COc1ccccc1NC(=O)NC1(C(=O)N2CCCCCC2)CCCCC1
→ 18 | -10 | -3 | -9 | -4 | -3 | 18 | -13 | 1.1
- COc1ccc2c(c1)-c1ccccc1S(=O)(=O)N2C
→ 5 | 1 | -3 | -13 | 4 | -8 | -1 | -19 | 0.4
- O=C(O)c1cccc(COc2ccc3c(c2)CCC3)c1
→ -8 | -3 | 0 | -4 | -12 | -24 | 3 | -11 | 0.9
- C/C(=N\NC(=O)CSCc1ccc(Cl)cc1)c1ccc(NC(=O)c2ccccc2)cc1
→ 18 | -1 | -3 | -9 | 1 | 19 | 1 | -21 | 0.1
- O=C(Nc1ccccc1Br)C1CC(=O)N(c2ccc3c4c(cccc24)CC3)C1 (stereo not drawn)
→ 17 | -5 | -8 | -14 | -10 | -2 | 8 | -13 | 1.4
- O=C1NC(=S)/C(=C\c2ccc(-c3ccccc3Cl)o2)S1
→ 10 | -6 | -2 | 12 | 2 | 50* | 9 | 12 | 0.9
- Oc1ccc(/C=N/Nc2ccnc3cc(Cl)ccc23)c(O)c1
→ 11 | 0 | -5 | 3 | -11 | -24 | 44* | -2 | 3.1
- Brc1ccc(-c2nc(N/N=C/c3cccnc3)c3ccccc3n2)cc1
→ 3 | -16 | -3 | 14 | 16 | 78* | 15 | -25 | 2.8
- O=C(CN1CCN(c2ccc(F)cc2)CC1)Nc1ccc(S(=O)(=O)N2CCOCC2)cc1
→ -7 | -7 | -2 | 0 | -5 | -25 | 10 | -7 | 1.3
- CC1(C)Cc2c(sc(NC(=O)C(=O)N3CCCCC3)c2C(=O)O)CO1
→ 11 | 0 | -2 | -9 | 5 | -14 | 1 | 6 | 9.1
- CN(C)S(=O)(=O)c1c(Cl)cccc1Cl
→ -2 | -2 | -5 | 8 | 7 | -2 | 10 | 0 | 11
- C=CCOc1ccc(CN(C)C(=O)C2CCCO2)cc1 (stereo not drawn)
→ -3 | -1 | -10 | 4 | -1 | 0 | 1 | -6 | -0.3
- O=C(CN1CCN(c2ccccc2)CC1)Nc1ccc(F)cc1
→ 16 | -14 | -1 | -12 | -12 | -5 | 1 | 0 | 0.4

Compounds shown so far with a CF3 group (2):
The line under a structure holds: CHO-K1 Ca PAM | OXTR potentiate | CHRM1 agonist | CHRM1 antagonist | CHO-K1 Ca antag | TAAR1 antagonist | TAAR1 agonist | CHO parental Ca | CHO-K1 Ca ag
- O=C(NCC1CCCO1)c1nn2c(c1Cl)NC(c1ccc(F)cc1)CC2C(F)(F)F (stereo not drawn)
→ -6 | -10 | -1 | 1 | 11 | 5 | 5 | 4 | 0.6
- N#Cc1cccc(-c2csc(C(O)(c3ccccc3)C(F)(F)F)n2)c1 (stereo not drawn)
→ 5 | . | -4 | -27 | -8 | 5 | 0 | . | -0.4

Going on with the list.
The line under a structure holds: CHO-K1 Ca PAM | OXTR potentiate | CHRM1 agonist | CHRM1 antagonist | CHO-K1 Ca antag | TAAR1 antagonist | TAAR1 agonist | CHO parental Ca | CHO-K1 Ca ag
- O=C(Nc1cccnc1)c1c(O)c2cccc3c2n(c1=O)CC3
→ 1 | -3 | -3 | -12 | -6 | 2 | -2 | -2 | 0.4
- Cc1ccccc1CS(=O)(=O)Cc1ccc(C(=O)NCc2cccnc2)o1
→ 13 | -17 | -3 | -8 | -5 | 10 | 4 | -12 | 1.5
- C=CCn1c(CCC(=O)O)ccc1-c1ccccc1
→ 19 | -7 | -3 | -6 | -6 | -11 | -1 | -19 | -0.4
- Cc1nnc(N/N=C/c2ccccn2)[nH]c1=O
→ 18 | -4 | 0 | -35 | -17 | -27 | 1 | -17 | 0.3
- COCCN1C(=O)c2oc3c(C)cc(C)cc3c(=O)c2C1c1cccc(O)c1 (stereo not drawn)
→ -4 | -17 | -2 | -3 | 12 | 5 | 6 | -4 | 0.3
- COc1cccc(OC)c1C(=O)OCC(=O)/C(C#N)=C(\C)N
→ 4 | -10 | -3 | 1 | -5 | -20 | 6 | -8 | -0.2
- CNC(=O)COC(=O)c1ccc(NS(=O)(=O)c2ccc3c(c2)OCCO3)cc1
→ -10 | -5 | -2 | -5 | -15 | -8 | 3 | 7 | 0.8
- O=C(CSc1nc2ccccc2c(=O)n1NC(=O)c1ccccc1)c1ccc(Cl)cc1
→ 13 | -1 | -4 | 2 | -1 | 10 | 4 | -34 | 0.1
- Oc1ccc(Br)cc1-c1nc2cnccn2c1NC1CCCC1
→ 2 | -19 | -3 | -1 | -4 | 17 | 6 | -26 | 0.1
- CSCCNC(=O)c1ccc2nc(C3CCCCC3)oc2c1
→ 25 | -8 | -1 | -18 | -9 | -10 | 0 | -6 | 0.9
- Cc1ccccc1NP1(=O)OCCCN1Cc1ccccc1Cl (stereo not drawn)
→ 17 | . | 2 | -12 | -15 | 16 | 3 | . | 0.6
- Cc1cccc(-n2[nH]c3c4c(ccc3c2=O)C(=O)c2ccccc2C4=O)c1
→ 20 | -8 | -4 | -11 | -1 | -26 | -1 | -16 | -0.3
- Cc1cc(C)c(C(=O)NCCCN2CCOCC2)c(C)c1
→ 9 | -9 | -3 | -8 | -4 | -1 | 1 | -7 | 0.0
- O=C(O)c1ccc(CNCc2cc(Cl)ccc2O)cc1
→ 15 | 0 | -4 | -6 | -9 | 4 | 8 | -7 | 0.2
- CCSc1nc(N2CCOCC2)c2ccccc2n1
→ 10 | -10 | -3 | -1 | -8 | -9 | 3 | -9 | -0.1
- O=C(COC(=O)CCc1ccc(S(=O)(=O)N2CCCCC2)cc1)Nc1cccc2ccccc12
→ 13 | -8 | -2 | -9 | -12 | -1 | 8 | -8 | 3.0
- CCOC(=O)C1CCN(C(=O)C(=O)N2CCC(C(=O)OCC)CC2)CC1
→ 0 | -1 | -2 | -10 | -1 | -2 | 7 | 2 | -0.4
- Cc1ccc(S(=O)(=O)N(CC(=O)NCc2ccccc2)C(=O)N2CCN(C)CC2)cc1
→ -7 | . | -3 | 2 | 12 | -35 | 2 | . | 0.1
- CC(=O)NC1CCN(CC(=O)Nc2nccs2)CC1
→ 6 | -18 | -3 | -11 | 2 | 1 | 0 | -8 | 0.6
- Cc1cc2oc(=O)cc(CSc3nnc(-c4cccs4)o3)c2cc1C(C)C
→ 21 | -10 | -8 | 12 | -4 | 28 | 6 | 17 | 5.0
- O=C(c1c(F)c(F)c(F)c(F)c1F)N(Cc1ccccc1)Cc1ccccc1
→ 7 | -15 | -6 | 8 | -11 | 9 | 6 | -26 | -0.2
- CC(C)c1ccc(/C=N/NC(=O)c2cccc(S(=O)(=O)N3CCOCC3)c2)cc1
→ 24 | -13 | -12 | -6 | -3 | 2 | 9 | -2 | 2.4
- CCOC(=O)C1=C(C)N(C)C(=O)NC1c1ccc(C)s1 (stereo not drawn)
→ 21 | -9 | -7 | -7 | -12 | -3 | 20 | -12 | 0.7
- CN(C(=O)c1ccc(NC(=O)Cc2cccc(NC(=O)C3CCCN(C(=O)C4CCCCC4)C3)c2)cc1)C1CCCC1 (stereo not drawn)
→ 16 | 0 | -4 | -5 | -17 | 2 | 4 | -22 | 0.0
- CCC/C(C(=O)NCCO)=C1/c2ccccc2C(=O)N1c1ccccc1
→ -10 | 2 | -3 | -6 | -11 | 4 | 14 | -11 | 0.3
- Cc1ccn(C(=O)c2ccc(NC(=O)C3CC3)cc2)n1
→ 5 | -17 | -1 | 7 | -7 | 8 | 7 | -4 | -0.2
- CCc1nnc(NC(=O)CSc2nnc(-c3cc4ccccc4cc3O)n2CC)s1
→ 8 | -9 | -4 | 9 | -15 | -32 | 5 | -18 | 0.4
- CCN(CC(=O)Nc1ccccc1C(F)(F)F)C(=O)c1ccccc1Cc1ccccc1
→ 9 | -7 | -1 | -10 | -6 | -8 | -1 | -20 | -0.5
- O=C(NC1CCCC1)c1cc(S(=O)(=O)N2CCOCC2)c(Cl)cc1Cl
→ 27 | -10 | -3 | -2 | -19 | 9 | 6 | -11 | 1.3
- O=C1CCCc2[nH]c(-c3ccccc3)nc21
→ 22 | -2 | -7 | -7 | 2 | 5 | 3 | -3 | 0.1
- CCc1ccccc1NC(=O)C(C)n1nc([N+](=O)[O-])c(Br)c1C (stereo not drawn)
→ -7 | -12 | 0 | -16 | -6 | -3 | 13 | 1 | 0.3
- O=C(O)C1=C[C@@H](c2coc3ccccc3c2=O)C[C@@H](OCCCCO)O1
→ 15 | -2 | -3 | -14 | -11 | 8 | 5 | -2 | 0.7
- O=C(CSc1nc2ccccc2c(=O)n1-c1ccccc1)N1CCc2ccccc21
→ 5 | -2 | -3 | 5 | 2 | -7 | 2 | -5 | 0.6
- Cc1ccc(N(C(=O)c2ccc3c(c2)OCO3)C2C=CS(=O)(=O)C2)cc1 (stereo not drawn)
→ 17 | 1 | -8 | -2 | -6 | -14 | 0 | -12 | 0.2
